# mcGAS inh = blocks mouse cGAS activity; recombinant cGAS, Kinase-Glo ATP depletion luminescence; inhibition, % at 12.5 µM; Q8C6L5; AID 1259399; hit rate 0.15% among 160,000;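 also: 0% = negative control wells and 100% = reference inhibitor with no enzyme activity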
# NPYLR7 agonist = activates Aedes aegypti NPYLR7 receptor; HEK293T NPYLR7/Galpha15, GCaMP6s calcium fluorescence; activation, % at 10 µM; hit rate 0.15% among 270,000; AID 1259423; in the data active = activation above about 40%;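 also: 0% = vehicle and 100% = reference agonist at the receptor; some compounds past the cut are filed as inactive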
# hcGAS lum = blocks human cGAS activity | recombinant h-cGAS, ATP depletion, Kinase-Glo luminescence | inhibition, % at 12.5 µM | hit rate 0.081% among 290,000 | AID 1259398;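 also: 0% = vehicle reaction and 100% = reaction without DNA for no activity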
# Target sequence (Q8N884 whole entry, looked up): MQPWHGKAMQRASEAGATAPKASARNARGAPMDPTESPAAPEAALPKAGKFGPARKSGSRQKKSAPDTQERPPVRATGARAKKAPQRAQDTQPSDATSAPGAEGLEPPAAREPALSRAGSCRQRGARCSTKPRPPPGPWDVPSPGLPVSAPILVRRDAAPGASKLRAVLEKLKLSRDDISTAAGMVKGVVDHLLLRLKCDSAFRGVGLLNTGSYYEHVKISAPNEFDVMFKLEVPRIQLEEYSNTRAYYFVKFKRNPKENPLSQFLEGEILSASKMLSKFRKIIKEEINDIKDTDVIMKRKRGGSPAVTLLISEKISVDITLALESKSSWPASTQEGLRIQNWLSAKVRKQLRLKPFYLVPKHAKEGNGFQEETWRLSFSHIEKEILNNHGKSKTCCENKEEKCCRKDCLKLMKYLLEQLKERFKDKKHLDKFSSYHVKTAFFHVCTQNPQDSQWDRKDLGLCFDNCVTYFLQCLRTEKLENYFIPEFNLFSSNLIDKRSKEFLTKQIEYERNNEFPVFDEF
# Starred values were filed as active, the others as inactive; . = no result given. Rule as the data show it, unless noted: active = inhibition above about 40%; inactive = the rest.
[1] COC(=O)[C@@H]1[C@H](C(=O)NC(c2ccc(S(C)(=O)=O)cc2)c2cccc(N(C)C)c2)[C@@H]2C=C[C@H]1C2 (some centres not stated)
[2] CNC(=O)CN(C(=O)/C=C/c1ccccc1)c1cccc(OC)c1
[3] O=C(NC(C(=O)N1CCCCC1)C1CCN(C(=O)CCc2ccccc2)CC1)C1CCCC1 (configuration not stated)
[4] OCC#Cc1ccc(CN2CCC3(CCNCC3)C2)cc1
[5] O=C(c1cc(C2CC2)[nH]n1)N1CCCN(C(=O)C2CCC2)CC1
[6] CCCn1cc(C(=O)NCC(C)C)c2nn(-c3ccccc3)c(=O)c-2c1
[7] CC(C)NC(=O)N1CCCC(OCc2ccccc2Cl)C1 (configuration not stated)
[8] CC=CCSc1nc2c(c(=O)[nH]c(=O)n2C)n1CCOC
[9] Cc1nc(-c2cccc(C(=O)NC3(C)CCOCC3)c2)cs1
[10] Cn1c(=O)[nH]c(=O)c2c1nc(N1CCN(Cc3ccc(F)cc3)CC1)n2Cc1ccccc1F

entry no.	1	2	3	4	5	6	7	8	9	10
mcGAS inh	-6	.	0	1	.	-4	.	.	.	.
NPYLR7 agonist	-7	8	-6	-2	-2	8	-4	-7	-4	10
hcGAS lum	-10	-9	0	-3	-8	-4	-2	-9	-4	-6

[11] CC(C)S(=O)(=O)Oc1ccc(CN(C(=O)c2ccco2)C2CC2)cc1
[12] CC(Nc1c([N+](=O)[O-])c(=O)n(C)c2ccccc12)c1ccccc1 (configuration not stated)
[13] COc1ccc(/C=C/C(=O)NNC(=O)COc2cc(C)cc(C)c2)cc1
[14] CC(C)C1CN(C(=O)Cc2ccccn2)CCC(=O)N1Cc1ccc(F)cc1 (configuration not stated)
[15] CC(=O)Oc1ccc(N2C(=O)CC(Nc3ccc(N4CCOCC4)cc3)C2=O)cc1 (configuration not stated)
[16] Cc1ccc(-c2nc(OCC(C)C)nn2-c2cccc(NC(=O)C3CCC3)c2)cc1
[17] Cc1ccc(C(=O)COC(=O)c2ccccc2N(C)S(C)(=O)=O)cc1C
[18] COc1cccc(-c2cc(C(=O)Nc3ccncc3)c3ccccc3n2)c1
[19] CCC(=O)N1CSCC1C(=O)N(C)CCc1ccccc1 (configuration not stated)
[20] O=C(C1CCN(C2CCN(Cc3ccccc3OC(F)F)CC2)CC1)N1CCCC1

entry no.	11	12	13	14	15	16	17	18	19	20
mcGAS inh	-9	.	-7	-23	-3	-6	-6	-5	.	.
NPYLR7 agonist	.	-3	-10	-4	-7	6	1	-8	1	8
hcGAS lum	-1	5	-3	-6	-1	-9	0	-4	-11	-7

# Random excerpt: 4 records from the list, in no set order.
[19] CCC(=O)N1CSCC1C(=O)N(C)CCc1ccccc1 (configuration not stated)
[11] CC(C)S(=O)(=O)Oc1ccc(CN(C(=O)c2ccco2)C2CC2)cc1
[16] Cc1ccc(-c2nc(OCC(C)C)nn2-c2cccc(NC(=O)C3CCC3)c2)cc1
[18] COc1cccc(-c2cc(C(=O)Nc3ccncc3)c3ccccc3n2)c1

entry no.	19	11	16	18
mcGAS inh	.	-9	-6	-5
NPYLR7 agonist	1	.	6	-8
hcGAS lum	-11	-1	-9	-4

# Later entries
[21] CCCC(C)(O)CNC(=O)c1cc(CC(C)C)[nH]n1 (configuration not stated)
[22] COc1ccc(-c2ccc(C)c(NC(=O)CC(C)C)c2)nn1
[23] CCOCCOc1nc(-c2ccc(C(F)(F)F)cc2)n(-c2ccc(NC(=O)c3ccc([N+](=O)[O-])cc3Cl)cc2)n1
[24] COc1cccc(NC(=O)C2(C)CCN2Cc2ccc3ccccc3c2)c1 (configuration not stated)
[25] CCCSc1ncc(CN(C)Cc2n[nH]c3c2CCCC3)cn1
[26] CCCCC(C(N)=O)C1=NC(C)(C)Cc2ccccc21 (configuration not stated)
[27] Cc1cc(C(=O)N2CCC3(CN(C)C(=O)O3)C2)cc2sc(N)nc12 (configuration not stated)
[28] CN(C)c1cc(CNC(=O)Nc2ccc(C#N)cc2)ccn1
[29] COCCN(Cc1cccc(OC)c1)CC(O)COCc1ccco1 (configuration not stated)
[30] CCC(C)N(Cc1ccccc1OS(=O)(=O)c1ccc(OC)cc1)C(=O)NC(C)C (configuration not stated)

entry no.	21	22	23	24	25	26	27	28	29	30
mcGAS inh	.	.	-6	-4	.	-6	.	.	-3	-6
NPYLR7 agonist	1	0	18	-3	-8	-2	3	3	8	2
hcGAS lum	-5	-6	-2	1	7	-17	-3	-16	0	-7

[31] O=C(CN(Cc1ccccc1)c1nc(Cc2ccc(Cl)cc2)ns1)N1CCN(c2ccc([N+](=O)[O-])cc2)CC1
[32] C[C@]12CC[C@H](O)CC1=CC[C@@H]1[C@@H]2CC[C@]2(C)C(c3cccnc3)=CC[C@@H]12
[33] COc1cc(C)c(S(=O)(=O)NCCCN2CCOCC2)cc1C
[34] CSC(=N)N
[35] Cc1nc(CC(=O)NC[C@H]2C[C@H]3C=C[C@H]2C32CC2)cs1
[36] CC(C)c1ccccc1OC1CC2CCC(C1)N2C(=O)c1ccc(CSc2ccc(Cl)cc2)cc1 (configuration not stated)
[37] CS(=O)(=O)Oc1ccc(Cl)cc1
[38] COc1cccc(-c2ccc(NC(=O)C3CCCN(CCCn4cccn4)C3)cc2)c1 (configuration not stated)
[39] O=C(c1csc(Cc2ccccc2)n1)N1CC(c2ccncc2)C1
[40] CCOC(=O)CNc1c(-c2cccc(C)c2)nc2ccc(Cl)cn12

entry no.	31	32	33	34	35	36	37	38	39	40
mcGAS inh	-3	-9	-7	-4	.	-9	.	.	.	-5
NPYLR7 agonist	.	-10	14	5	5	-1	-2	11	-2	.
hcGAS lum	0	-6	-9	-7	-3	-6	8	-6	-2	-7

[41] CCc1nc(CC)n(Cc2nc(-c3ccccn3)no2)n1
[42] O=C(CNc1cccc(C(=O)N2CCc3ccccc32)c1)NCC(F)(F)F
[43] Cc1nn(C(C)C)c(C)c1NS(=O)(=O)c1ccc(F)c(C#N)c1
[44] Cc1nc2ccc(Cl)cn2c(=O)c1NC(=O)Nc1cccc(Cl)c1C
[45] COc1ccc(CC2CCN(C(=O)C(Cl)(Cl)Cl)CC2)cc1
[46] O=S(=O)(c1cccnc1)N1CCC2(CCCCC2)C1
[47] C=CCn1c(O)c(N=NC(=O)c2ccccn2)c2cc(Br)ccc21
[48] CC(C)=CCN1CCC(CCC(=O)Nc2cccc(C)c2)CC1
[49] CCC1CCCN(Cc2cc(C)no2)C1 (configuration not stated)
[50] C=CCN(Cc1cccc(OC)c1)Cc1cccn1Cc1cccc(C(F)(F)F)c1

entry no.	41	42	43	44	45	46	47	48	49	50
mcGAS inh	-13	.	-7	-6	-3	1	.	-8	.	-3
NPYLR7 agonist	.	-4	5	4	4	8	-3	1	23	-2
hcGAS lum	-9	-4	-10	-2	2	3	-8	-4	-9	-2

# 3 compounds already listed, ordered by formula weight, low to high.
[46] O=S(=O)(c1cccnc1)N1CCC2(CCCCC2)C1
[41] CCc1nc(CC)n(Cc2nc(-c3ccccn3)no2)n1
[44] Cc1nc2ccc(Cl)cn2c(=O)c1NC(=O)Nc1cccc(Cl)c1C

entry no.	46	41	44
mcGAS inh	1	-13	-6
NPYLR7 agonist	8	.	4
hcGAS lum	3	-9	-2

# Remaining list, next part:
[51] O=C(OCc1ccccc1)N1C[C@H](Oc2ccccn2)[C@H]2C[C@@H]1CC[C@H]2O
[52] CCc1ccccc1C(=O)N1CCNCC1C(=O)N1CCCC1 (configuration not stated)
[53] O=C(Nc1ccc(OCCc2ccncc2)cc1)c1ccc[nH]1
[54] Cc1cnccc1NCCNC1CCSCC1
[55] C#CCn1c(=NC(=O)c2cc(C)no2)sc2cc(S(N)(=O)=O)ccc21
[56] CCCC(C)NC(=O)C1CCCN(S(=O)(=O)c2ccc(Br)cc2)C1 (configuration not stated)
[57] C=CCN1Cc2ccccc2N(CC(O)COC(C)(C)C)CCC1=O (configuration not stated)
[58] CCOC(=O)N1CCC(C(=O)NCc2ccccc2CN(CC)CC)CC1
[59] O=C(COc1ccc(Cl)cc1)Nc1nc(-c2ccc(Oc3ccccc3)cc2)cs1
[60] CCc1cn[nH]c1C1CCN(C(=O)c2cc(OC)nc3ccccc23)CC1

entry no.	51	52	53	54	55	56	57	58	59	60
mcGAS inh	-9	-14	.	.	-6	.	-1	-3	-6	3
NPYLR7 agonist	27	2	6	8	7	-1	2	7	-5	-3
hcGAS lum	-2	-2	-2	-8	-6	-2	-1	-1	-8	3

[61] Cc1nn(C(C)C(=O)N2CCCC2)c(=O)c2cc3occc3n12 (configuration not stated)
[62] CC1CN(c2cc(Oc3ccc(F)c(F)c3)ncn2)CCN1C(=O)c1ccccc1Br (configuration not stated)
[63] COc1ccc(CC(=O)Nc2cc(C)nn2C2CCS(=O)(=O)C2)cc1 (configuration not stated)
[64] CCOc1ccc2ccccc2c1C(=O)Nc1cc(C)nn1-c1nc(CC)cc(=O)[nH]1
[65] CCc1nc2ccc(C(=O)NCCOc3ccc(OC)cc3)cn2c1N(CCN(C)C)CC1CC1
[66] Cc1nn(-c2ccc3nnc(C)n3n2)c2c1C(c1cccs1)CC(=O)N2 (configuration not stated)
[67] CCn1cc(CNC(=O)[C@H]2C[C@@](C)(C(=O)OC)N(C)[C@H]2c2ccccc2C)cn1
[68] CC(C)Oc1ccc(CN2CCC(n3nccc3NC(=O)C3CCCC3)CC2)cc1
[69] Cc1ccc2c(c1)c(CNc1nc(-c3ccncc3)nc3c1CNC3)nn2C
[70] COc1ccc(C=C(C#N)C(=O)c2ccccc2)c(OC)c1

entry no.	61	62	63	64	65	66	67	68	69	70
mcGAS inh	-5	-5	-9	-8	-2	-9	.	-12	.	3
NPYLR7 agonist	5	11	4	9	-2	-12	15	13	2	2
hcGAS lum	-7	-10	-8	-10	-10	-3	-9	-6	1	-3

[71] Cc1nnc2ccc(OCCNS(=O)(=O)c3ccc4c(c3)OCCO4)nn12
[72] CCCCNC(=O)Cn1nc(C)c([N+](=O)[O-])c1C
[73] CCn1cc(C(CC(=O)NCc2ccccc2)c2ccc(F)cc2)c2ccccc21 (configuration not stated)
[74] CC(C)(C)c1ccc(C(=O)N2CCC2(C)C(=O)N2CCCCC2)cc1 (configuration not stated)
[75] CCCn1nc(C(=O)OCc2cc(=O)n3ccsc3n2)ccc1=O
[76] O=C(c1ccc2ccccc2c1)N1CCC2(CC1)SCCN2C(=O)c1ccc(Cl)cc1Cl
[77] O=C(NN=Cc1cc(Br)ccc1O)c1ccco1
[78] O=C(Nc1ccc2c(c1)OCCO2)c1c2c(nn1C1CCS(=O)(=O)C1)CCC2 (configuration not stated)
[79] COCCN(Cc1ccc(OC)c(OS(=O)(=O)c2ccc(F)cc2)c1)C(=O)c1ccccc1F
[80] Cc1ccsc1C1CC(c2cccs2)=NN1C(=O)c1cccs1 (configuration not stated)

entry no.	71	72	73	74	75	76	77	78	79	80
mcGAS inh	0	-4	3	-3	.	-5	-7	0	2	.
NPYLR7 agonist	3	10	.	1	5	-4	1	-23	-3	3
hcGAS lum	-1	-5	-1	-4	-5	-7	-2	7	-2	3

# Record cards (already shown). Values in the order: mcGAS inh	NPYLR7 agonist	hcGAS lum
# `CCCC(C)NC(=O)C1CCCN(S(=O)(=O)c2ccc(Br)cc2)C1` (configuration not stated) across the screens: .	-1	-2
# `CCCSc1ncc(CN(C)Cc2n[nH]c3c2CCCC3)cn1` across the screens: .	-8	7
# `Cc1nc(CC(=O)NC[C@H]2C[C@H]3C=C[C@H]2C32CC2)cs1` across the screens: .	5	-3
# `CC(C)(C)c1ccc(C(=O)N2CCC2(C)C(=O)N2CCCCC2)cc1` (configuration not stated) across the screens: -3	1	-4
# `Cc1nn(C(C)C(=O)N2CCCC2)c(=O)c2cc3occc3n12` (configuration not stated) across the screens: -5	5	-7

# Other compounds:
[81] COc1ccc(CC2CCN(C(=O)Nc3cccc(F)c3)CC2)cc1
[82] CC1CCC(=O)/C(=C/c2ccccc2)C1 (configuration not stated)
[83] CC(=O)c1cc(C(=O)OCC(=O)Nc2ccc(Br)cc2)c2ccccn12
[84] Cc1[nH]c(=O)[nH]c(=O)c1CN1CCc2onc(-c3ccccc3F)c2C1

entry no.	81	82	83	84
mcGAS inh	-1	.	-8	-8
NPYLR7 agonist	3	2	7	0
hcGAS lum	3	-6	-7	-5

# Compound activity: PubChem BioAssay, Fisher Drug Discovery Resource Center
